Source: PubChem (Sanford-Burnham Center for Chemical Genomics)
UPR CHOP act: activators of apoptotic arm of unfolded protein response (CHOP). CHO-CHOP luciferase reporter, UPR activation, luminescence; percent of tunicamycin response over DMSO baseline. activation, % at 10 µM. hit rate 0.34% among 330,000. AID 449763;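 active = at 10 µM dose, activation of 40% or more, normalized to positive control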;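 also: 100% = tunicamycin at 10 µg/mL and 0% = DMSO alone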
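Test system: CHO CHOP reporter cells. Input: 500 CHO-CHOP cells per well. Medium: F12 with 10% FBS. Technique: luciferase luminescence. Measure: percent activation relative to tunicamycin control. Dosing: 10 µM compound, 0.5% DMSO. Timing: 16-18 h cell attachment, then 6 h compound exposure, 37 °C.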
APJ antagonist: APJ receptor antagonism. P35414. CHO-K1 APJ beta-arrestin complementation, luminescence. inhibition, % at 20 µM. hit rate 0.32% among 330,000. AID 2521;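 active = inhibition above about 40% at 20 µM, limit read from the data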;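 also: cells challenged with 10 nM apelin-13 agonist together with compound; plate controls were apelin-13 plus DMSO wells for no effect and DMSO wells lacking apelin-13 for full effect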
Target sequence (P35414 whole entry, looked up): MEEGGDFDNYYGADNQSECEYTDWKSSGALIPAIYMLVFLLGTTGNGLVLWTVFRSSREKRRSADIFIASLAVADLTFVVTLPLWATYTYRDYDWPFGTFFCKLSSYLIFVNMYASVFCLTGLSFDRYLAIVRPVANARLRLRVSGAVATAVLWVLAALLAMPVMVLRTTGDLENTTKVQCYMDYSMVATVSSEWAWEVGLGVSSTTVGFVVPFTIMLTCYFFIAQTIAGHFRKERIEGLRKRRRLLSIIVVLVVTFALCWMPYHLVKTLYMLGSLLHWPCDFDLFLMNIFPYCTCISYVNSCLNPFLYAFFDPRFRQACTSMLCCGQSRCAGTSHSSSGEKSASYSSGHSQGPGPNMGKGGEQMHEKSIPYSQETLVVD
697 NFkB inh: inhibitors of the PMA/ionomycin-induced NF-kB reporter in 697 B cells; 697 B-cell NF-kB luciferase reporter, 16 h; inhibition, % at 4 µM; hit rate 0.33% among 330,000; AID 435022; in the data active = inhibition above about 35%
tim23-1 inh: inhibits growth of tim23-1 mutant yeast; S. cerevisiae tim23-1 growth, BacTiter-Glo luminescence, 24 h; inhibition, % at 20 µM; hit rate 1.3% among 330,000;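 active = growth inhibition of the mutant yeast at or above 50%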;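 also: temperature-sensitive mutant grown at 25 °C; plate controls were DMSO-treated mutant yeast for no effect and medium wells lacking yeast for full effect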
Mdm2-MdmX inh: inhibitors of human Mdm2/MdmX interaction | O15151+Q00987 | AID 485346 | hit rate 3% among 330,000 | SaOS-2 split-luciferase Mdm2/MdmX complementation, luminescence | inhibition, % at 8 µM;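 active = inhibition of at least 50% at 8 µM in the primary screen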
APJ agonist: agonists of human APJ apelin receptor; P35414; CHO-K1 APJ PathHunter beta-arrestin, luminescence; 0% DMSO wells, 100% apelin; activation, % at 20 µM; hit rate 0.11% among 330,000;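 active = activation more than six SD over the plate average, tested at 20 µM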;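 also: 0% = DMSO alone and 100% = apelin-13 at 10 nM; some results filed as inactive read as strong as hits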
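Assay system: engineered CHO-K1 APJ arrestin reporter cells; Amount: 1000 CHO-K1 reporter cells seeded per well; Dosing: one dose, 20 µM compound, 1% DMSO; Times: compound stimulation 90 min at 25 °C, detection 60 min; Measured by: luminescent beta-gal fragment complementation, chemiluminescent substrate; Read-out: APJ–arrestin association signal; Controls: DMSO vs Apelin-13 10 nM.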
UPR XBP1 act: activators of adaptive arm of unfolded protein response (XBP1). hit rate 0.33% among 330,000. activation, % at 20 µM. AID 463104. CHO-XBP1 luciferase reporter, IRE1-XBP1 UPR activation, luminescence; percent of tunicamycin response, DMSO as zero;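 active = versus positive control, 20 µM dose yields 30% or more activation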;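 also: 100% = tunicamycin at 10 µg/mL and 0% = DMSO only wells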
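assay system = CHO-XBP1 luciferase reporter cells | amount = 1000 cells/well | buffer or medium = F12 plus 10% FBS | compound dosing = single point, 20 µM final compound, 1% DMSO | incubation = 16-18 h cell attachment at 37 °C, then 6 h compound exposure | detection = Steady-Glo luminescence read | controls = tunicamycin 10 µg/mL and vehicle-only wells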
Jurkat NFkB inh: inhibitors of the PMA/ionomycin-induced NF-kB reporter in Jurkat cells | inhibition, % at 4 µM | hit rate 0.53% among 330,000 | AID 435003 | PMA/ionomycin-induced NF-kB luciferase reporter, luminescence; in the data active = inhibition above about 50%
Starred values were filed as active, the others as inactive.

SMILES	UPR CHOP act	APJ antagonist	697 NFkB inh	tim23-1 inh	Mdm2-MdmX inh	APJ agonist	UPR XBP1 act	Jurkat NFkB inh
O=C(COC(=O)/C=C/c1ccc(F)cc1)NC1CCCCCC1	-1.5	-5	3	14	-18	-1	-1	-5
O=C(NCCCO)Nc1ccc2nc(-c3ccco3)c(-c3ccco3)nc2c1	-0.7	-8	-3	8	-2	4	-2	2
CC(=O)Cc1nsc(Nc2ccc(C)cc2)n1	3.0	-4	-90	32	-47	0	2	-77
Cc1ccc(N2C(=O)c3cccc(Oc4ccc(Cl)cc4)c3C2=O)c(C)c1	2.3	10	-3	29	22	-1	-2	15
CC(c1ccccc1)n1c(-c2ccc(C(C)(C)C)cc2)n[nH]c1=S (configuration not stated)	2.6	-1	-4	48	-21	-2	-3	-2
O=C1CCCC2=C1C1(CCCC1)N=C(Nc1nc3ccccc3s1)N2	10	3	27	-6	4	-5	8	10
Cc1cc(S(=O)(=O)NCc2ccccc2)ccc1OCC(=O)NCc1cccnc1	0.5	4	14	-2	-13	-2	-1	-7
CC1CC(C)(C)OC(C[N+]2(C)CCCCC2)O1 (configuration not stated)	-1.4	-8	-1	4	2	-4	-3	-6
CCOC(=O)N1CCC(NC(=O)c2oc3c(F)cccc3c2C)CC1	4.3	-61	-54	26	-20	1	2	-12
O=C(O)c1cc(N2C(=O)CCC2=O)ccc1NCc1cccnc1	0.6	-7	17	11	17	1	2	5
Cc1ccc(S(=O)(=O)NCCC(c2ccccc2)c2ccco2)cc1 (configuration not stated)	-0.6	-8	-16	37	-21	-4	-3	-2
CCN(CC)c1ccc(/C=N/Nc2nn[nH]n2)cc1	0.1	-17	16	6	-6	8	-1	7
Cc1ccc(CC(=O)NCCS(=O)c2ccc(C)cc2)cc1 (configuration not stated)	0.6	3	10	-8	5	-3	-3	3
CC(C)c1ccc(S(=O)(=O)N2CCC3(CC2)OCCO3)cc1	0.7	-23	2	28	-1	-3	-2	28
O=C(Cn1cnc2ccccc2c1=O)NCCC(=O)N1CCN(c2ccccc2)CC1	-0.6	-7	6	20	-2	-3	2	0
O=C(Nc1ccc(C(=O)O)cc1)Nc1cccc2ccccc12	0.4	-6	-12	24	9	11	-1	4
Cc1cc(C)nc(SCC(=O)N/N=C/c2cccc([N+](=O)[O-])c2)n1	4.2	2	13	-3	-8	-2	2	19
Cc1ccc(S(=O)(=O)N(CCCO)Cc2cc3c(C)ccc(C)c3[nH]c2=O)cc1	-0.7	7	13	18	-2	-1	0	-1
CC(=O)N(Cc1cccnc1)c1cccc(-c2nc3ccccc3s2)c1	0.8	10	-23	-2	-22	-2	-1	-6
COC(=O)c1cc(CSc2nc3ccccc3[nH]2)oc1C	3.2	15	-86	26	-108	0	1	-33
O=C(COc1ccc(-c2nnco2)cc1)Nc1c(F)cccc1F	3.8	15	16	5	9	-2	-4	2
Cc1c(C(=O)N2CCCC2)c(S(=O)(=O)Nc2ccccc2Cl)c(C)n1C	0.2	23	-7	1	15	-1	-2	-7
Cc1ccc(/C=N/NC(=O)c2nnn(-c3nonc3N)c2CN(C)C2CCCCC2)cc1	1.1	12	-1	2	32	-3	-3	9
O=C1c2ccccc2-c2nnc(-c3ccccc3)cc21	-6.3	53*	-96	19	-45	-13	-8	-41
COc1ccc(-n2c(=O)cc(N3CC(C)OC(C)C3)[nH]c2=O)cc1 (configuration not stated)	-0.1	-22	12	11	-3	-4	1	-8
CCSc1nnc(-c2ccc(Cl)cc2Cl)o1	5.0	-7	-94	10	-72	-2	2	-100
Cc1ccccc1N1Cc2ccccc2C1	1.1	-18	12	10	11	-3	1	4
CCOC(=O)c1[nH]cnc1C(=O)Nc1ccccc1OC	-1.2	2	9	-1	3	-2	1	-2
CSc1nc2ccccc2cc1/C=C(\C#N)c1ccccc1	-0.6	3	-8	-11	39	-5	-1	23
CC1CCc2c(sc3nc(C4CC4)nc(N4CCN(C(=O)c5ccco5)CC4)c23)C1 (configuration not stated)	6.7	6	-77	16	15	0	7	-28
CC(OC(=O)c1cccc(S(=O)(=O)N2CCN(C)CC2)c1)C(=O)Nc1ccc(C(N)=O)cc1 (configuration not stated)	-1.0	2	16	0	24	-1	-2	2
CC(C)(C)NC(=O)NC(=O)CN1CCN(C(c2ccccc2)c2ccccc2)CC1	1.4	11	-46	15	8	-1	0	-18
CCOC(=O)C1(Cc2ccccc2)CCN(Cc2cn[nH]c2-c2ccccc2)CC1	1.9	-7	-17	2	-6	2	-3	2
CCOC(=O)Cc1nc(-c2ccc(Cl)cc2)n[nH]1	4.8	-18	3	27	-40	-2	-3	-8
CC(=O)Nc1ccc(Sc2ccccc2C(=O)O)cc1	-0.9	-27	-2	3	-2	-1	-3	-5
Cc1ccc2ncccc2c1NC(=S)NC(=O)c1ccccc1	-2.8	2	-8	25	5	-1	0	3

Taken from above for reference:
SMILES	UPR CHOP act	APJ antagonist	697 NFkB inh	tim23-1 inh	Mdm2-MdmX inh	APJ agonist	UPR XBP1 act	Jurkat NFkB inh
O=C1c2ccccc2-c2nnc(-c3ccccc3)cc21	-6.3	53*	-96	19	-45	-13	-8	-41
COc1ccc(-n2c(=O)cc(N3CC(C)OC(C)C3)[nH]c2=O)cc1 (configuration not stated)	-0.1	-22	12	11	-3	-4	1	-8
CCSc1nnc(-c2ccc(Cl)cc2Cl)o1	5.0	-7	-94	10	-72	-2	2	-100
Cc1ccccc1N1Cc2ccccc2C1	1.1	-18	12	10	11	-3	1	4
CCOC(=O)c1[nH]cnc1C(=O)Nc1ccccc1OC	-1.2	2	9	-1	3	-2	1	-2
CSc1nc2ccccc2cc1/C=C(\C#N)c1ccccc1	-0.6	3	-8	-11	39	-5	-1	23
CC1CCc2c(sc3nc(C4CC4)nc(N4CCN(C(=O)c5ccco5)CC4)c23)C1 (configuration not stated)	6.7	6	-77	16	15	0	7	-28
CC(OC(=O)c1cccc(S(=O)(=O)N2CCN(C)CC2)c1)C(=O)Nc1ccc(C(N)=O)cc1 (configuration not stated)	-1.0	2	16	0	24	-1	-2	2
CC(C)(C)NC(=O)NC(=O)CN1CCN(C(c2ccccc2)c2ccccc2)CC1	1.4	11	-46	15	8	-1	0	-18
CCOC(=O)C1(Cc2ccccc2)CCN(Cc2cn[nH]c2-c2ccccc2)CC1	1.9	-7	-17	2	-6	2	-3	2
CCOC(=O)Cc1nc(-c2ccc(Cl)cc2)n[nH]1	4.8	-18	3	27	-40	-2	-3	-8
CC(=O)Nc1ccc(Sc2ccccc2C(=O)O)cc1	-0.9	-27	-2	3	-2	-1	-3	-5
Cc1ccc2ncccc2c1NC(=S)NC(=O)c1ccccc1	-2.8	2	-8	25	5	-1	0	3

Carrying on.
SMILES	UPR CHOP act	APJ antagonist	697 NFkB inh	tim23-1 inh	Mdm2-MdmX inh	APJ agonist	UPR XBP1 act	Jurkat NFkB inh
O=C(OCc1nc2ccccc2s1)c1ccc(Br)o1	1.9	-5	-4	17	-1	-4	2	-18
COc1ccc(S(=O)(=O)NCC2CCC(C(=O)NCC(OC)OC)CC2)cc1 (configuration not stated)	1.6	-2	18	-4	12	-1	5	1
Nc1ccccc1/C=N\N=C/c1ccccc1N	6.0	-3	-147	2	-91	3	2	-126
O=C(COc1ccc(Cl)cc1)NCc1cn2cc(Cl)ccc2n1	-0.8	-7	16	12	16	1	-2	9
COc1cc(O)cc2occ(-c3ccc(O)cc3)c(=O)c12	2.1	-6	-13	3	16	-3	1	7
COc1ccccc1Nc1nc(N)nc(CN2CC(C)CC(C)C2)n1 (configuration not stated)	0.2	-20	-2	5	6	-1	0	-10
CS(=O)(=O)N(CC(=O)N/N=C/c1cc2c(cc1Br)OCO2)c1ccccc1Br	-1.6	-11	0	2	30	-3	0	3
CNc1nc(C)nc(-c2ccccc2O)n1	2.4	3	-2	7	-24	-2	7	-8
CN(CC(=O)Nc1ccccc1Cl)C(=O)CN1C(=O)C2CC=CCC2C1=O (configuration not stated)	0.5	11	-2	11	-25	-1	1	-5
c1ccc(-c2onc(-c3ccco3)c2-c2ccc3[nH]ccc3c2)cc1	4.4	-2	-18	2	16	9	5	-8
O=S(=O)(c1cccc2nonc12)N1CCN(c2ccc(F)cc2)CC1	-1.4	11	-5	2	20	-3	-5	19
COc1ccc(C(=NNc2ccccc2C(=O)O)c2ccc(OC)cc2)cc1	-1.2	5	-1	25	-15	-2	0	-5
COc1ccccc1C1C(C(=O)c2cc3ccccc3o2)=C(O)C(=O)N1CCN1CCOCC1 (configuration not stated)	-0.9	16	-8	36	-16	7	-2	0
CC(C)COc1ccc(CNC(=S)N/N=C/c2ccc([N+](=O)[O-])cc2)cc1	0.0	-25	24	2	3	2	3	3
O=c1c2cc(N3CCOCC3)ccc2[nH]c(=S)n1CCCN1CCCC1	-2.1	-5	4	-3	11	1	0	-16
O=C(CN1CCN(c2ccccc2)CC1)Nc1scc2c1c(=O)oc1ccccc12	2.1	8	4	-5	25	-6	23	5
O=C(CSc1n[nH]c(-c2cccs2)n1)N1CCN(S(=O)(=O)c2ccccc2)CC1	-0.7	4	-43	0	-6	-1	0	5
O=C(NCCC1=CCCCC1)c1cc(-c2ccncc2)nc2ccccc12	-0.6	-21	-4	25	-21	3	-2	-10
CCCn1c(SCC(=O)Nc2ccccc2N2CCOCC2)nc2c1c(=O)n(C)c(=O)n2C	-2.8	-3	-5	9	2	-1	-1	-21
Cc1ccc(OCC(=O)NNC(=S)NC(=O)C2CC2)c(C)c1	-0.1	9	12	21	39	-10	-2	0
COC(=O)CC1C(=O)NCCN1C(=O)c1ccc(S(=O)(=O)N2CCOCC2)cc1 (configuration not stated)	0.0	-1	-12	23	-21	1	-2	-8
O=C(C1=NN(c2ccccc2)C(=O)CC1)N1CCc2ccccc2C1	0.1	32	10	12	5	-1	-2	14
O=C(c1ccccc1)N1CCC(=O)N(C(CO)Cc2ccccc2)CC1 (configuration not stated)	0.5	12	-7	12	1	-3	3	4
COc1ccc(CCNC(=O)c2cc(-c3cccs3)on2)cc1OC	0.6	9	-12	11	4	4	12	-31
O/C(=C\c1ccc2ccccc2n1)c1ccncc1	-0.2	15	-157	19	-88	2	-2	-113
O=c1[nH]cnc2c1C(c1ccccc1[N+](=O)[O-])c1c(nc[nH]c1=O)O2	-0.9	-2	16	-1	-1	-4	1	3
NC(=O)COC(=O)CCCSc1nc2ccccc2s1	-0.2	7	19	7	14	2	-1	3
COCCn1c(SC(C)C(=O)Nc2ccc(Cl)cn2)nnc1-c1ccncc1 (configuration not stated)	0.2	10	3	10	-2	-3	-1	0
